From PubChem BioAssay
Fam108B counter – Fam108B inhibition, counter-screen for RBBP9 inhibitors. recombinant Fam108B, FP-Rh probe fluorescence polarization. inhibition, % at 9.51 µM. 300,000 compounds, 0.33% hits. AID 1947;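 active = inhibition above the screen mean inhibition plus 3 SD, computed separately per campaign, cut at about 18% in these data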;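 also: inhibitors lower polarization as less probe binds the enzyme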
PAD4 inh – blocks human protein arginine deiminase 4; Q9UM07; recombinant PAD4, RCA probe fluorescence polarization; inhibition, % at 6.36 µM; 330,000 compounds, 0.41% hits;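 active = percent inhibition above a cutoff equal to the mean of all tested compounds plus 3 SD, cut at about 15% in these data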;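 also: 0% = PAD4 with RCA probe and DMSO and 100% = probe without PAD4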
GLD-1 RNA inh – GLD-1-TGE RNA interaction inhibition (C. elegans); Q17339; purified GLD-1 + fluorescein TGE RNA, fluorescence polarization; inhibition, % at 5.96 µM; 320,000 compounds, 0.44% hits;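 active = percent inhibition above a per-plate cutoff, the plate mean of test compounds plus 3 SD, cut at about 30% in these data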;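 also: 0% = DMSO wells with GLD-1 and probe and 100% = wells lacking GLD-1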
MCL1-BIM inh – disrupts human MCL1 binding to BIM-BH3 peptide; Q07820; GST-MCL1 / FITC-Bim-BH3 fluorescence polarization; inhibition, % at 10.9 µM; 320,000 compounds, 0.68% hits;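 active = inhibition above the mean inhibition of all tested compounds plus 3 SD, set per campaign, cut at about 40% in these data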;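 also: 0% = DMSO wells and 100% = unlabeled Bim-BH3 peptide control; higher means more loss of mP so more displacement of Bim peptide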
PME-1 inh – blocks human protein phosphatase methylesterase 1; Q9Y570; recombinant PME-1, FP-Rh probe fluorescence polarization; inhibition, % at 5.9 µM; 320,000 compounds, 0.53% hits;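 active = inhibition above the campaign mean of all compounds plus 3 SD, cut at about 26% in these data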;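 also: competitive labeling of PME-1 active site by serine hydrolase directed probe; 0% = PME-1 with DMSO and 100% = wells lacking PME-1 enzyme; inhibitors block probe labeling so polarization falls and inhibition rises; many of its hits are not listed in these tables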
BCLXL inh – blocks human Bcl-xL binding to Bim BH3 peptide | Q07817 | AID 2129 | GST-Bcl-xL / FITC-Bim BH3 peptide fluorescence polarization | 320,000 compounds, 0.7% hits | inhibition, % at 10.9 µM;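 active = inhibition above the mean of all tested compounds plus 3 SD, cutoff set per campaign, cut at about 30% in these data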;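 also: 0% = DMSO wells and 100% = unlabeled Bim-BH3 peptide competitor; inhibitors lower millipolarization by displacing the labeled peptide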
Target sequence (Q07817 whole entry, looked up): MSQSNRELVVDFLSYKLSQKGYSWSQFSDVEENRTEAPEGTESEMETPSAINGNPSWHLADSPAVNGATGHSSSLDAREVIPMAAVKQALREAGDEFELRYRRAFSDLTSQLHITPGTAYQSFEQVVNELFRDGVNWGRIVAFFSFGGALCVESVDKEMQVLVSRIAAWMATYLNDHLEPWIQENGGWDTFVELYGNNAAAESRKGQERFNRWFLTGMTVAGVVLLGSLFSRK
GSTO1 counter – counter-screen for RBBP9 inhibitors: inhibitors of human GSTO1; recombinant GSTO1, activity-based probe fluorescence polarization; inhibition, % at 5.96 µM; AID 1974; 300,000 compounds, 1.1% hits; P78417;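 active = inhibition above the campaign mean inhibition plus 3 SD, cut at about 35% in these data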;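 also: 0% = GSTO1-1 with DMSO and 100% = wells lacking GSTO1-1 enzyme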
Target sequence (P78417 whole entry, looked up): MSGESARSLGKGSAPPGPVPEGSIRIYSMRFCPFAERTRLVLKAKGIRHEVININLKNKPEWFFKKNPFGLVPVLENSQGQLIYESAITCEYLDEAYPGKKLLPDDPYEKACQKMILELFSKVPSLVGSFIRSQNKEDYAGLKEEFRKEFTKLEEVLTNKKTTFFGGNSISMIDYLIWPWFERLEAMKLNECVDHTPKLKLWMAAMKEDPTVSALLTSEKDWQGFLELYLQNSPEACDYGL
TPT1 inhibitor – blocks Candida albicans tRNA 2'-phosphotransferase. 300,000 compounds, 0.81% hits. AID 1962. inhibition, % at 5 µM. recombinant caTPT1, FP RNA substrate dephosphorylation;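 active = inhibition above the mean of all tested compounds plus 3 SD, set per screening campaign, cut at about 24% in these data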;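 also: plate controls were DMSO alone for no effect and ferristatin control at 100 nM for full effect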
MEX-5 binding – C. elegans MEX-5 TCR-2 RNA binding activity; Q9XUB2; MEX-5/FITC-TCR2 RNA binding, fluorescence polarization; stronger effect = lower value; activity score (negative = inhibition of binding), % at 10 µM; 300,000 compounds, 0.38% hits;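 active = inhibition past about -25% in most replicates, and total fluorescence under double the plate's negative control median, limit read from the data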;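 also: 0% = DMSO and -100% = 5 µM competing unlabeled TCR2 RNA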
Target sequence (Q9XUB2 whole entry, looked up): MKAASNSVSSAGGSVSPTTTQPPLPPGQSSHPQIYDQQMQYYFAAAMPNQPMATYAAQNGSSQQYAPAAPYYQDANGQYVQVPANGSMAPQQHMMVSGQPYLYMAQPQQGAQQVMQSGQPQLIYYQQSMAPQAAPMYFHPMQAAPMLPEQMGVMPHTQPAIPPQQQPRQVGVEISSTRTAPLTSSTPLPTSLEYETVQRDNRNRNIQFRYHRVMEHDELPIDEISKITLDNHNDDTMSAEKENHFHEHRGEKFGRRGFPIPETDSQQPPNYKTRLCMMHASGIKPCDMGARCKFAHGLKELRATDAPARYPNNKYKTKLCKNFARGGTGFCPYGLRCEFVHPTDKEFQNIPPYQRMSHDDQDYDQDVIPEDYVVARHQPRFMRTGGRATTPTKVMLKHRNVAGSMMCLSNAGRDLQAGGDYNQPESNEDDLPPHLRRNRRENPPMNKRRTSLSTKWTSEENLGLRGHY
An asterisk follows results filed as active; · = no result given. This is a subset. The share of hits here may be higher or lower than overall.

SMILES | Fam108B counter | PAD4 inh | GLD-1 RNA inh | MCL1-BIM inh | PME-1 inh | BCLXL inh | GSTO1 counter | TPT1 inhibitor | MEX-5 binding
CCCCS(=O)(=O)N1CCN(S(=O)(=O)c2ccc(Cl)s2)CC1 | -1 | -9 | -5 | 10 | 1 | 5 | 3 | -5 | 0.3
O=C(CCc1ccncc1)N1CCCC(Nc2ccc(F)cc2)C1 (configuration not stated) | 0 | 1 | 5 | 4 | -1 | 0 | -1 | -1 | 0.8
CCN(CC)CCOc1ccc(/C(=C(\Cl)c2ccccc2)c2ccccc2)cc1 | 4 | -2 | -1 | 2 | 6 | 2 | 3 | 0 | 0.0
COc1ccc(N2CCN(C3CC(=O)N(c4ccc5c(c4)OCCO5)C3=O)CC2)cc1 (configuration not stated) | -4 | -4 | 0 | 7 | 3 | 7 | -1 | 2 | -1.0
S=C1NCCOCCNC(=S)NCCOCCOCCOCCN1 | 6 | -2 | 2 | 10 | -1 | 4 | 2 | -2 | 1.3
O=C(/C=C/c1cccs1)N1CCCCC1 | -3 | 3 | -2 | 5 | -2 | -1 | -3 | 6 | -2.6
Cc1[nH][nH]c(=O)c1C(c1ccc(O)c([N+](=O)[O-])c1)c1c(C)[nH][nH]c1=O | 0 | -9 | -1 | 7 | -1 | 7 | 27 | -2 | -48*
C#CCOCCOCCOCCNc1nc(N2CCN(C(=O)C([C@@H](C)CC)n3cc(C(N)CO)nn3)CC2)nc(N2CCN(C(=O)[C@H](CCC(=O)O)n3cc(C(N)CC(C)C)nn3)CC2)n1 (some centres not stated) | 3 | 2 | -4 | -1 | 7 | 5 | 10 | -2 | 0.2
COc1ccc(NC(=O)c2ccc(C(=O)c3cc(OC)ccc3OC)cc2)cc1 | -9 | -7 | 1 | -8 | -5 | -4 | -4 | -3 | 0.1
O=C(NCC1CC1)c1ccccc1Cl | 0 | 2 | 0 | 3 | -3 | 1 | -9 | -5 | -2.6
O=C(CCNC(=O)C1CCN(S(=O)(=O)c2ccccc2)CC1)NCc1cccc(C(F)(F)F)c1 | 1 | -4 | -5 | 6 | 1 | 10 | 3 | -3 | -1.3
O=C(O)C[C@H]1c2ccccc2S(=O)(=O)N1c1ccccc1 | -2 | -6 | -2 | 3 | 20 | 2 | -2 | 2 | -0.6
CCCCCNC(=O)c1ccc2c(=O)n(CC3CCCO3)c(=O)[nH]c2c1 (configuration not stated) | -2 | -4 | -2 | 3 | 0 | 0 | 4 | 1 | 0.7
Cc1nnc(SCC(=O)Nc2ccc([N+](=O)[O-])cc2)n1C | -7 | -10 | 0 | -20 | -4 | -14 | -3 | 0 | 1.2
COc1ccccc1CNc1nc2ccccc2n1CCN1CCCCC1 | -1 | 0 | 0 | 5 | -3 | -1 | -1 | 0 | 2.1
COc1cccc(C2NC(=O)NC(C)=C2C(=O)Nc2ccc(C)cc2)c1OC (configuration not stated) | 0 | -4 | 3 | 2 | 0 | 7 | 4 | -1 | -0.7
COc1ccc(-n2ncc3c(=O)n(CC(=O)Nc4ccc5c(c4)OCCO5)cnc32)cc1 | -4 | 0 | -1 | 10 | -5 | 3 | -4 | -1 | -2.2
CCCNS(=O)(=O)c1ccc(C(=O)NCC2CCCO2)cc1 (configuration not stated) | 2 | -5 | -4 | -1 | 5 | 1 | 4 | 3 | 0.7
O=C(Nc1ccccc1)C(Cl)C(=O)c1ccccc1 (configuration not stated) | 1 | -1 | 1 | 5 | -2 | 7 | 6 | 3 | -1.9
COc1ccc(-c2nc(-c3ccccc3)nc(N3CCN(C)CC3)c2C#N)cc1 | 1 | 5 | 3 | -2 | 3 | 4 | -1 | -3 | -1.4
COc1ccccc1-c1nnc(C2CCN(S(=O)(=O)c3cccc([N+](=O)[O-])c3)CC2)o1 | 1 | -9 | 2 | -2 | 0 | 1 | -1 | -1 | -0.9
COc1cccc(NC(=O)C2CCN(C(=O)NC3CCCCC3)CC2)c1 | 4 | 1 | 0 | 2 | -1 | 1 | 4 | -4 | -1.1
COc1ccccc1/C=N/NC(=O)C(=O)NCc1cccnc1 | -2 | -2 | 0 | 3 | -1 | -4 | 1 | -6 | 0.9
Cc1c(C(C)(C)C)sc(=NC(=O)c2ccccc2O)n1C | -2 | 3 | 4 | -4 | -2 | 3 | -3 | 0 | 1.7
CCOc1ccc(-c2csc(NNC3=NCCCCC3)n2)cc1 | 3 | -1 | 5 | 17 | 6 | 9 | 14 | -1 | 1.0
CCCN(CCC)CCCOC(=O)c1ccc(Cl)cc1Cl | -2 | -2 | -10 | -5 | -1 | 7 | 3 | 0 | 1.4
CCOc1ccc2oc(C(=O)NC(C)(C)CC)c(C)c2c1 | -1 | -1 | 8 | -1 | -3 | 0 | 5 | 0 | -0.1
CC/C(=N\NC(=O)CCC(=O)NCc1ccccc1)c1ccc(O)cc1 | -1 | -4 | 0 | 3 | 1 | -1 | 5 | -1 | -0.5
CCOC(=O)c1cc(-c2ccc(F)cc2)n(CC(=O)NC(C)CC)c1C (configuration not stated) | -5 | -8 | 4 | 0 | 0 | 3 | 0 | 0 | 1.5
CC(=O)N1CCc2cc(S(=O)(=O)NC(Cc3ccccc3)C(=O)NC3CCCCCC3)ccc21 (configuration not stated) | 1 | -1 | 5 | 6 | 9 | 1 | -1 | -1 | 2.9
C/C(=C\c1ccccc1)C(=O)NCCc1ccccc1 | 2 | 0 | 6 | 5 | 2 | 2 | 2 | 1 | -0.9
CC1CN(C(=O)C2(C)CC2(Br)Br)CC(C)O1 (configuration not stated) | -3 | 1 | 0 | 8 | 1 | 2 | 1 | -1 | -1.0
C=CCc1cccc(/C=N/NC(=O)c2ccc3nc[nH]c3c2)c1O | 6 | -1 | 2 | 1 | -26 | 4 | -55 | 0 | 2.5
O=C(COc1nncc2ccccc12)Nc1ccc(F)c(F)c1 | 3 | -6 | -6 | -4 | -3 | 6 | 13 | -4 | -0.7
CCOC(=O)c1c(NC(=O)CN2CCCc3ccccc32)sc(C)c1C | 3 | -3 | 0 | 1 | 11 | 2 | 7 | -1 | 3.8
CCc1nnc(SCC(=O)Nc2nnc(C)s2)n1CC1CCCO1 (configuration not stated) | 2 | 6 | -4 | 2 | 8 | 0 | -3 | 1 | -4.4
CSc1ccccc1NC(=O)CCc1ccccc1 | 1 | 5 | 2 | -7 | -4 | 2 | -15 | 3 | -1.3
CCN1CCN(C(=O)CSc2nc(N)cc(N)n2)CC1 | 0 | -3 | 6 | 2 | -1 | 5 | -1 | 0 | 1.6
Cc1ccccc1NC(=O)CN1C(=O)NC(C)(CCc2ccccc2)C1=O (configuration not stated) | 2 | -4 | 7 | 6 | 1 | -1 | 0 | 1 | -2.6
COc1cc(/C=N/Nc2nc(-c3ccc(S(=O)(=O)N(C)C)cc3)cs2)ccc1O | 21* | -5 | 5 | 4 | 28* | 4 | 12 | 1 | -0.6
Cn1c(=O)n(Cc2ccccc2)c(=O)c2c1nc1n2CCN1Cc1ccco1 | 0 | -8 | -3 | -3 | 3 | 3 | 8 | 0 | -1.3
COc1ccc(OC)c(C2=NS(=O)(=O)N(C)C(C(=O)NCc3ccco3)=C2)c1 | 0 | 3 | 6 | -8 | 4 | -1 | 0 | -3 | 0.0
COCCn1c(=S)[nH]c2ccccc21 | -2 | -2 | -2 | -8 | -2 | -30 | -10 | 0 | 2.0
Cc1cc(NC(=S)N(Cc2ccc(Cl)cc2)Cc2ccc(C(=O)O)cc2)ccc1Cl | -7 | 10 | 1 | 5 | -5 | 7 | -7 | 0 | -1.5
COc1ccc(/C=N/NC2=NCCCCC2)cc1 | 8 | 1 | 7 | -1 | -5 | 5 | -3 | -3 | -0.9
COCCN1C(=O)/C(=C/c2ccc(N3CCCC3)cc2)SC1=S | -9 | -29 | -98 | -292 | -11 | -134 | -16 | 133* | -0.8
O=C(Nc1ccc(N2CCN(C(=O)c3ccccc3)CC2)cc1)c1ccc(Br)o1 | 0 | 6 | 1 | -2 | -1 | 1 | 9 | -2 | 3.3
CC(=O)Nc1ccc(NC(=O)c2ccc(S(=O)(=O)N(C)c3ccccc3)cc2)cc1 | · | -2 | 6 | -2 | 1 | -3 | · | · | ·
O=C(COC(=O)c1ccc2ccccc2c1O)NCc1ccccc1 | · | 2 | 2 | -1 | -2 | 1 | · | · | ·
Cc1ccc(C2(C)NC(=O)N(CC(=O)N3CCN(S(=O)(=O)c4ccc(Cl)s4)CC3)C2=O)cc1 (configuration not stated) | 2 | -1 | -2 | -1 | 5 | -1 | 10 | 6 | 5.9
Continued.
SMILES | Fam108B counter | PAD4 inh | GLD-1 RNA inh | MCL1-BIM inh | PME-1 inh | BCLXL inh | GSTO1 counter | TPT1 inhibitor | MEX-5 binding
CC(=O)c1cccc(NC(=O)Nc2ccc(C(=O)N3CCOCC3)cc2)c1 | 4 | 2 | 3 | 2 | 3 | 4 | 0 | -1 | 0.3
NC(=O)C1(N2CCCCC2)CCN(C(=O)c2ccccc2)CC1 | 3 | 3 | -3 | -4 | -11 | -1 | 1 | -3 | 1.4
Cc1cccc(NC(=S)NNC(=O)c2csc3c2CCC(C)C3)c1 (configuration not stated) | 7 | -2 | 7 | 10 | 6 | 7 | -16 | -1 | 0.5
CCC1Oc2ccc(C)cc2N(CC(=O)NCCCN2CCCCC2C)C1=O (configuration not stated) | 1 | -5 | 0 | 9 | -8 | 4 | 4 | -1 | -0.3
NC(=O)c1ccc(N2CCCCCC2)c([N+](=O)[O-])c1 | 2 | -8 | -4 | -4 | -3 | -2 | -4 | -2 | -0.8
O=C1Nc2ccc([N+](=O)[O-])cc2OC1CCN1CCOCC1 (configuration not stated) | -2 | -2 | 1 | -13 | -4 | -3 | -4 | -2 | 0.4
O=C(CNc1cccc(S(=O)(=O)N2CCOCC2)c1)Nc1ccc(C(F)(F)F)cc1 | 0 | 2 | 9 | -2 | 0 | -6 | 6 | -3 | -0.3
COc1cc(C(=S)N2CCCC2)ccc1OC(=O)c1ccc(Cl)cc1[N+](=O)[O-] | 2 | 1 | 7 | 10 | 2 | 3 | -2 | 0 | -0.9
Cc1ccc(S(=O)(=O)CCC(=O)OCc2ccccc2)cc1 | 2 | -3 | -4 | -3 | 10 | 0 | 16 | -2 | -1.7
CCn1c(=O)[nH]c(=O)c2c(N)c(C(=O)c3ccccc3OC)sc21 | 3 | 2 | 4 | 4 | 5 | 6 | 4 | 1 | 1.1
CCOC(=O)C1(CC/C(C)=N\NC(N)=O)CC(C)(C)OC1=O (configuration not stated) | -1 | -2 | -6 | -7 | 2 | -2 | 4 | 3 | -0.2
Cc1c2c(n3c(nc4ccccc43)c1C#N)N(CCCN(C)C)CC2 | -4 | -4 | 3 | 7 | 3 | 10 | 2 | 4 | -1.6
COC(=O)/C=C/c1cnc[nH]1 | 4 | -1 | 5 | 2 | 7 | 2 | 1 | 2 | 2.1
Nc1nnc(SCC(=O)c2ccc([N+](=O)[O-])cc2)s1 | 5 | 2 | 7 | -2 | 4 | 0 | 19 | 4 | -2.6
